All columns: NCI-60 one-dose screen, growth in % after 48 h at 10 µM unless noted; 100 = growth as untreated, 0 = no growth, -100 = all killed.
MOLT-4 = MOLT-4 leukemia cells; 80,000 compounds, 6.9% hits
K-562 = K-562 leukemia | 78,000 compounds, 7.4% hits | AID 1794777
MDA-MB-231 = MDA-MB-231 breast cancer; AID 1794789; 81,000 compounds, 5% hits
SR = SR leukemia cells | 73,000 compounds, 8.7% hits | AID 1794780
RPMI-8226 = RPMI-8226 leukemia cells. 77,000 compounds, 7.5% hits. AID 1794781
MDA-MB-468 = MDA-MB-468 breast cancer. 78,000 compounds, 8.5% hits. AID 2202374
CCRF-CEM = CCRF-CEM leukemia; 77,000 compounds, 7% hits
MDA-MB-435 = MDA-MB-435 melanoma | 82,000 compounds, 7.8% hits | AID 1794794
* = called active by the depositor; . = not tested or not shown; & = joins results of further samples; ! = a repeat was not active; [ ] = remark or other dose. Rule for the calls: active = growth percent below 10; inactive = the rest.

A first look (4 entries):
SMILES	MOLT-4	K-562	MDA-MB-231	SR	RPMI-8226	MDA-MB-468	CCRF-CEM	MDA-MB-435
COc1cc2oc(-c3cccc(NC(=O)[C@@H](N)C(C)C)c3)cc(=O)c2c(OC)c1OC	100	105	99	77	88	100	98	109
COc1ccc(-c2cc(-c3ccc(OC)cc3)n3nc(N)nc3n2)cc1	93	121	88	78	100	101	93	100
S=C(S)N1CCN(C(=S)S)CC1	103	107	118	106	96	118	102	100
N#CC1=C(N2CCCCC2)NC(c2cccc([N+](=O)[O-])c2)c2sc3c(F)cccc3c21 (configuration not stated)	88	83	82	83	102	111	101	107

Results, from the start:
SMILES	MOLT-4	K-562	MDA-MB-231	SR	RPMI-8226	MDA-MB-468	CCRF-CEM	MDA-MB-435
COc1cc2oc(-c3cccc(NC(=O)[C@@H](N)C(C)C)c3)cc(=O)c2c(OC)c1OC	100	105	99	77	88	100	98	109
COc1ccc(-c2cc(-c3ccc(OC)cc3)n3nc(N)nc3n2)cc1	93	121	88	78	100	101	93	100
S=C(S)N1CCN(C(=S)S)CC1	103	107	118	106	96	118	102	100
N#CC1=C(N2CCCCC2)NC(c2cccc([N+](=O)[O-])c2)c2sc3c(F)cccc3c21 (configuration not stated)	88	83	82	83	102	111	101	107
COc1ccc(-c2c(N)n[nH]c2-c2cc3c(c(OC)c2OC)OCO3)cc1	97	98	84	.	58	104	.	106
C=CCOCCN(C)C	90	100	89	87	97	110	93	113
CCCCCCCC(C)NCCO (configuration not stated)	100	103	123	108	107	104	.	98
COc1ccc(N2C(=O)/C(=C/C3=Cc4ccccc4OC3)SC2=S)c(OC)c1	87	93	99	.	91	98	97	98
N#CCCCCOCCCCC#N	98	104	112	95	102	114	96	102
O=C(O)CC(C(=O)O)c1ccccc1 (configuration not stated)	89&103	96&108	98&111	132&102	180&105	98&120	100&102	93&120
Nc1nc2nc(/N=N/SCCC(=O)O)[nH]c2c(=O)[nH]1	98	101	99	93	104	97	101	96
c1ccc2c(C3OCC4(CCCC4)CO3)cccc2c1	97	54&100	110&116	100	98&101	101&97	102&94	114&104
O=C1c2ccccc2CCC12OC2c1ccc([N+](=O)[O-])cc1 (configuration not stated)	98	95	98	90	83	97	85	101
COc1cccc(CCC2C(=O)CCCC2=O)c1	92	109	114	99	.	115	102	119
C=CCSC1=NC2C(N(CC)C(=O)N2CC)N1/N=C/C=C/c1ccccc1[N+](=O)[O-] (configuration not stated)	90	92	93	77	86	90	92	102
CN(C(=O)c1ccccc1)N(C)C(=O)c1ccccc1	89	107	107	93	.	120	.	.
O=C1CCCCC1(CCc1ccncc1)CCc1ccncc1	94	51	96	82	.	67	67	107
O=C1CC(=O)N(CCc2ccccn2)C(=O)N1CCc1ccccn1	90	98	116	100	98	103	98	101
COc1ccc(C(=O)/C=C/Nc2ccc(S(N)(=O)=O)cc2)cc1	112	101	107	104	100	118	109	102
O=C1NC(=O)C2(CCCCCCC2)N1	95	99	120	.	103	101	88	107
CN(C)c1ccc2cc(-c3ccccc3F)c(=O)[nH]c2c1	100	101	120	87	103	120	105	104
NC(=S)Nc1ccc(Br)cc1	80	101	95	68	103	112	114	107
CCOC(=O)c1cccc(NC(=S)Nc2ccc(S(=O)(=O)Nc3ccc(Cl)nn3)cc2)c1	102	106	90	122	102	94	98	105
CCCCCCCCO/N=C\c1c2c(O)c3c(O)c(C)c4c(c3c1O)C(=O)C(C)(O/C=C\C(OC)C(C)C(OC(C)=O)C(C)C(O)C(C)C(O)C(C)/C=C\C=C(\C)C(=O)N2)O4 (configuration not stated)	13	17	13	6.3*	9.9*	3.5*	20	14

A second format for some results above:
CN(C(=O)c1ccccc1)N(C)C(=O)c1ccccc1
  MOLT-4 = 89
  K-562 = 107
  MDA-MB-231 = 107
  SR = 93
  RPMI-8226 = .
  MDA-MB-468 = 120
  CCRF-CEM = .
  MDA-MB-435 = .

O=C1CCCCC1(CCc1ccncc1)CCc1ccncc1
  MOLT-4 = 94
  K-562 = 51
  MDA-MB-231 = 96
  SR = 82
  RPMI-8226 = .
  MDA-MB-468 = 67
  CCRF-CEM = 67
  MDA-MB-435 = 107

O=C1CC(=O)N(CCc2ccccn2)C(=O)N1CCc1ccccn1
  MOLT-4 = 90
  K-562 = 98
  MDA-MB-231 = 116
  SR = 100
  RPMI-8226 = 98
  MDA-MB-468 = 103
  CCRF-CEM = 98
  MDA-MB-435 = 101

COc1ccc(C(=O)/C=C/Nc2ccc(S(N)(=O)=O)cc2)cc1
  MOLT-4 = 112
  K-562 = 101
  MDA-MB-231 = 107
  SR = 104
  RPMI-8226 = 100
  MDA-MB-468 = 118
  CCRF-CEM = 109
  MDA-MB-435 = 102

Following part.
SMILES	MOLT-4	K-562	MDA-MB-231	SR	RPMI-8226	MDA-MB-468	CCRF-CEM	MDA-MB-435
CN(C)c1ccc(C2(c3ccc(N(C)C)cc3)OC(=O)c3cc(N(C)C)ccc32)cc1	85&83	102&85	100&82	97&96	78&81	94&90	117&92	93&100
COc1cc(-c2cc(/C=C/C(C)=O)[nH]n2)cc(OC)c1OC	71	47	79	4.6*	23	55	20	62
N#C/C(=C/c1cc([N+](=O)[O-])cc([N+](=O)[O-])c1O)C(N)=O	98	108	110	.	104	97	105	114
COC1OCCCC1Br (configuration not stated)	103	107	102	103	100	112	90	110
Nc1ccc(C(=O)O)cn1	122	114	94	100	125	.	149	100
Cc1cccc(N2C(=O)C3C(C2=O)C2(c4ccccc4)C(=O)C3(c3ccccc3)C(c3ccc4c(c3)OCO4)=C2c2ccc3c(c2)OCO3)c1 (configuration not stated)	52	54	66	13	72	100	55	110
CCN(CC)CCNC(=O)c1ccc(NC(C)=O)cc1	107	99	92	101	112	111	114	101
CC/C=C\C[C@H](O)C/C=C1/C(=O)C=C[C@@H]1C/C=C\CCCCO	8.4*	6.4*	8.3*	-5.2*	-13*	16	.	-5.9*
CC1=C(I)[C@@]2(CCCO)c3cc4c(cc3CC[C@@]2(C)[C@@H]1C)[nH]c1ccccc14	37	55	78	71	.	70	59	80
Cc1ccc(Oc2nc3sc4cccc(Cl)c4n3c(=N)c2C#N)cc1	99	104	118	.	100	114	91	104
O=S(=O)(NCCCNc1nccc(-c2[nH]c(-c3ccccc3)nc2-c2ccc(F)c(O)c2)n1)c1cccc(F)c1	44	49	79	37	45	66	37	38
O=C(OC(c1ccccc1)C(OC(=O)c1ccccc1)c1ccccc1)c1ccccc1 (configuration not stated)	80	90	102	88	103	98	102	107
O=C(Nc1ccc(Cl)cc1F)c1cc(I)ccc1O	32	15	53	.	4.0*	41	30	19
Cn1cccc1C(=O)C1C(c2cccc(F)c2)C2C3CCCCC3CN2C12C(=O)Nc1ccc(Cl)cc12 (configuration not stated)	69	46	74	65	72	103	75	90
CCOC(=O)c1cccc(N2C(=O)/C(=C/N3N=C(c4ccccc4)CC3c3ccccc3O)SC2=S)c1 (configuration not stated)	87	105	89	45	86	93	37	101
Cn1c(C(N)=O)cc2c1-c1nc(Nc3ccccc3)ncc1CCC2	42	50	38	17	53	53	44	45
CC(C)Sc1nc(NC2CC2)c(C#N)c(-c2ccc(C(C)C)cc2)n1	93	81	102	.	80	100	87	104
NCCN1CCOCC1	101	105	108	101	112	103	98	102
Cc1c(C(N)=O)sc2ncn(CC(=O)NN=C3CCCCC3)c(=O)c12	109	103	103	83	.	109	113	99
Cc1cc(=O)oc2c(N)nccc12	99	107	90	116	106	128	.	104
O=c1cc(-c2ccco2)oc2ccccc12	103	106	109	.	101	110	93	109
COc1cc(/C=C2\C(=O)N(CCCn3c4ccccc4c(=O)c4ccccc43)c3ccccc32)cc(OC)c1O	32	34	56	22	39	47	21	63
COc1ccc(-c2nnc(-c3c(-c4ccc(F)cc4)nc4ncccn34)o2)cc1OC	94	97	83	101	85	105	89	102
COc1cccc2c(=O)c3c(sc12)c(NCCCN)nc1ccccc13	8.4*	-7.7*	10	-7.2*	.	-8.0*	15	34
Cc1cc(=O)n(C(=O)Nc2ccc(Cl)cc2)c2cc(O)ccc12	100	90	94	106	104	97	102	99
COc1cccc(-c2nc(-c3ccc(NC(=O)C(C)C)cc3)[nH]c2-c2ccnc(Br)c2)c1	14	1.2*	52	-14*	.	26	22	.
COc1ccc(-c2cc(-c3ccccc3)c(-c3ccccc3)nn2)cc1	70	77	92	69	72	102	89	101
N=C(N)c1ccc(-c2ccc(-c3ccccc3)o2)nc1	60	30	50	56	39	60	82	81
COc1ccc(C2=Nn3c(nnc3-c3ccc(Cl)cc3N)SC2)cc1	101	102	86	102	103	100	73	91
CCOC(=O)c1c(C)nn(CC(O)c2ccccc2)c1NC(=O)Nc1cccc(C(F)(F)F)c1 (configuration not stated)	43	44	70	47	61	65	59	34
NNC(=O)[C@H]1O[C@@H](n2cnc3c(=O)[nH]cnc32)[C@H](O)[C@@H]1O	99	98	103	115	.	117	104	108
O=c1c2ccccc2sc2c(N3CCC(O)CC3)nc3ccccc3c12	58	39	63	48	46	73	40	91
CCOC(=O)c1ccc(Nc2ccnc(SCC(=O)c3ccc(C#N)cc3)n2)cc1	16	51	81	54	20	48	17	68
Nc1ncnc2c1ncn2[C@@H]1O[C@H](COS(N)(=O)=O)[C@@H](O)[C@H]1O	115	.	111	124	113	105	105	111
O=C(O)c1ccc(-n2cc(CNc3ccc(F)c(F)c3)c(-c3ccc(C(F)(F)F)cc3)n2)cc1	70	39	91	91	62	98	70	74
O=C1OC(c2cccs2)Sc2ccccc21 (configuration not stated)	107	111	93	.	105	93	.	108
c1ccc(-c2nn3c(-c4ccccc4)nnc3s2)cc1	96	88	102	80	109	99	105	100
COc1ccc(C(=O)c2ccc(Br)cc2)c(OC)c1OC	99&104	90&105	105&84	97&103	103&106	99&85	103&104	92&85
COc1ccc(-c2nc3ccc(C(=O)N=Nc4c(O)[nH]c5ccc(OC)cc45)cc3[nH]2)cc1	.	.	97	.	94	97	74	109
CC(=O)OCc1ccc(C)cc1	97	100	105	96	102	122	107	109
O=C(OCCCCCCN1CCOCC1)C1(c2ccccc2)CCCCC1	89	73	97	.	84	76	94	95
N/C(=N\c1nc2ccccc2s1)NC(=O)N(Cc1ccccc1)Cc1ccccc1	61	29	90	37	58	51	77	56
c1ccc(Cn2ccnc2C2OCCO2)cc1	97	109	.	95	91	.	100	101
C[C@]12CC[C@@H]3c4ccc(O)c([N+](=O)[O-])c4CC[C@H]3[C@@H]1CC[C@@H]2O	83	80	94	87	77	116	84	97
O=Cc1c[nH]c2ccc(NC(=O)OCc3ccccc3)cc12	152	72	88	80	93	109	84	115
CCCCCC(=C/c1ccccc1)/C=N/O	98	90	98	97	95	98	98	105
COc1ccc(C(=O)c2ccc3[nH]c(=O)nc(N)c3c2)cc1OC	92	.	102	86	93	102	93	110
CCCCN1CC(Br)C(=O)NC1=O (configuration not stated)	86&79	76&73	93&91	79&40	94&104	88&97	60&59	71&77
COc1cc2nc(Nc3cccc(F)c3)nc(Nc3cc(C)[nH]n3)c2cc1OC	-41*[20 µM]	-31*[20 µM]	-99*[20 µM]	-9.8*[20 µM]	-42*[20 µM]	-77*[20 µM]	-20*[20 µM]	-89*[20 µM]
Cn1c2ccc(Cl)cc2c2nn(C(=O)c3ccccc3)c(=O)nc21	99	110	106	93	106	103	96	111
COc1ccc(NC(=O)Nc2nc3ccc([N+](=O)[O-])cc3s2)cc1	8.1*	9.6*	46	5.2*	-2.9*	-7.8*	11	23
COc1ccc(-c2ncnc3c2ncn3C/C=C/CCl)cc1	49	77&67	89&89	.	67&52	-3.9*!	57&63	82&58
CCCCN1C(=O)c2cccc3c(/C=C/CN4C(=O)c5cccc6cccc(c56)C4=O)ccc(c23)C1=O	102	94	92	88	.	92	98	100
O=c1[nH]nc(Sc2ccccc2)c(=S)[nH]1	102	121	108	105	101	96	106	.
O=C(NNC(=O)c1cccc2ccccc12)c1cccc(Cl)c1	93	95	111	93	94	97	94	101
Cc1cc(C#Cc2ccc(C(C)(C)C)cc2)ccc1-n1c(/C=C/c2c(Cl)cccc2Cl)nc2ccccc2c1=O	87	101	122	88	92	91	96	98
N#Cc1c(-c2ccc(F)cc2)cc(-c2cccnc2)[nH]c1=O	.	.	105	.	103	96	105	99
CC(=O)N1C(=O)c2cccc3cccc1c23	86	83	106	87	97	115	104	100
CC(=O)OCCCCC[n+]1ccc(SCC(=O)n2ccc3ccccc32)c2ccccc21	103	94	90	102	100	102	98	106
O=C(Oc1ccc[nH]c1=O)c1ccccc1	95	95	93	106	104	111	104	105

Further entries
SMILES	MOLT-4	K-562	MDA-MB-231	SR	RPMI-8226	MDA-MB-468	CCRF-CEM	MDA-MB-435
CC(C)[C@H](NC(=O)OC(C)(C)C)C(=O)OCc1cn(-c2ccnc3ccccc23)nn1	102	98	98	100	94	104	105	104
C=C(C)[C@@H]1CC[C@]2(C(=O)N3CCN(C)CC3)CC[C@]3(C)[C@H](CC[C@@H]4[C@@]5(C)CCC(=O)NC(C)(C)[C@@H]5CC[C@]43C)[C@@H]12	68	73	88	36	59	86	97	88
COc1ccc(N2C(=O)CC(Nc3ccc(F)cc3)C2=O)c([N+](=O)[O-])c1 (configuration not stated)	101	107	109	91	100	.	84	114
Cn1ncc2c(=S)nc(Cl)[nH]c21	124	112	119	108	98	112	97	108
CC(=O)Nc1cc2c(cc1Cl)-c1ccccc1C2	91	100	88	117	81	91	76	100
COc1nc2c(c(=O)n1C)C(c1ccc(F)cc1)C=C(C(=O)O)N2 (configuration not stated)	107	108	122	105	109	102	95	96
O=S(=O)(NC1c2ccccc2Oc2ccccc21)c1ccc(Br)cc1	115	109	88	79	100	74	93	89
N#C/C(=C\NC(=S)Nc1ccc(S(=O)(=O)Nc2nccs2)cc1)C(=O)c1ccc2ccccc2c1	101	99	90	95	101	116	106	104
COc1ccccc1OCC(=O)Nc1sc2c(c1C(N)=O)CCC2	26	53	92	65	66	.	24	79
COc1ccc(N2CCN(C3=C(Cl)C(=O)c4ncccc4C3=O)CC2)cc1	4.5*	6.6*	62	0.3*	23	-58*	6.8*	-60*

Bioassay records deposited in PubChem by NCI.
